GPR55 antagonists: GPR55 antagonists blocking LPI-driven arrestin recruitment, primary screen, imaging, U2OS, beta-arrestin-GFP, LPI agonist (AID 2013); 290,000 compounds, 0.13% hits; inhibition, % at 10 µM; hits with a dose series show IC50 in µM; U2OS GPR55 beta-arrestin-GFP translocation imaging, LPI antagonism; higher % means a stronger effect;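 active = spots per cell inhibited over 60%, with over 100 cells counted and total cytoplasm intensity under 500,000; inconclusive = wells with under 100 cells, flagged as likely toxic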;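 also: U2OS cells stably carrying GPR55 and arrestin-GFP stimulated by 5 µM LPI near EC80; imaged beta-arrestin-GFP aggregate spots per cell after agonist stimulation; plate controls were LPI-stimulated DMSO wells for no effect and DMSO wells without LPI for full effect; some results filed as inactive read as strong as hits; confirmed hits need IC50 under 10 µM and bright autofluorescent wells are also inconclusive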
GPR35 arrestin U2OS: inhibition of zaprinast-stimulated GPR35 beta-arrestin translocation – imaging, U2OS, beta-arrestin-GFP, zaprinast agonist, primary screen (AID 2058); U2OS GPR35 beta-arrestin-GFP translocation imaging, zaprinast antagonism; higher % means a stronger effect; one-dose inhibition, % at 10 µM; IC50 in µM for titrated hits; 290,000 compounds, 0.052% hits;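 active = inhibition of at least 50% with at least 30 cells and total cytoplasm GFP at most 10,000,000; inconclusive = under 30 cells or total GFP of 10,000,000 plus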
KOR beta-arrestin-1: KOR antagonists, beta-arrestin recruitment, cell-based, luminescence, uHTS (AID 1778). KOR beta-arrestin recruitment, luminescence, antagonist mode; higher % means a stronger effect. inhibition, % at 10 µM, or IC50 in µM where a hit was titrated. 290,000 compounds, 0.091% hits; also: strong numbers were not always called active
NOD2 inhibition: inhibition of NOD2-driven NF-kB reporter – cell-based, luminescence, uHTS, HEK293 (AID 1566) | one-dose inhibition, % at 4 µM; EC50 in µM for titrated hits | 290,000 compounds, 0.63% hits | HEK293 NOD2/NF-kB luciferase reporter, luminescence; higher % means a stronger effect; also: many of its hits are not listed in these tables
Myeloid diff 2: compounds promoting myeloid differentiation | 360,000 compounds, 1% hits | calls only at 10 µM | ER-HoxA9 myeloid progenitors, lysozyme-GFP differentiation, flow cytometry;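 active = normalized GFP-positive differentiation at or above the plate's own cutoff, the solvent-only control mean plus 3 SD; inconclusive = no clear call, values can overlap the other calls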;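 also: cells exposed to compound for four days before flow analysis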
GPR55 activation: selective activators of receptor GPR55 – imaging, U2OS cells, beta-arrestin-GFP redistribution, primary screen (AID 1961). U2OS GPR55 beta-arrestin-GFP redistribution imaging; higher % means a stronger effect. one-dose activation, % at 10 µM; EC50 in µM for titrated hits. 290,000 compounds, 0.048% hits;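 active = activation above 40% with more than 50 cells counted in the well; inconclusive = wells holding fewer than 50 cells, flagged as toxic or sparse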;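 also: U2OS osteosarcoma cells stably expressing GPR55 and beta-arrestin-GFP; plate controls were DMSO negative control for no effect and LPI positive control for full effect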
KOR beta-arrestin-2: KOR agonists, beta-arrestin recruitment, primary screen, cell-based, luminescence, uHTS (AID 1777). KOR beta-arrestin recruitment, luminescence; higher % means a stronger effect. one-dose activation, % at 10 µM; EC50 in µM for titrated hits. 280,000 compounds, 0.02% hits; in the data active = activation above about 50%, passing the limit was not always enough; also: a part of the inactive calls stands beside numbers as strong as those of hits
NOD1 inhibition: NOD1 signaling inhibitors, primary screen, cell-based, luminescence, uHTS (AID 1578); NOD1-driven NF-kB luciferase reporter cells, luminescence; higher % means a stronger effect; inhibition, % at 4 µM, or EC50 in µM where a hit was titrated; 290,000 compounds, 1% hits; in the data active = inhibition mostly above about 36%, no sharp cut-off; inactive = mostly below about 34%;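 also: HEK-293T reporter cells stimulated with the NOD1 agonist gamma-tri-DAP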
HIV fusion peptide: inhibitors of HIV fusion peptide binding, primary screen, biochemical, uHTS, fluorescence dequenching (AID 1986); cell-free peptide binding, fluorescence dequenching, 30 min; higher % means a stronger effect; inhibition, % at 20 µM, or IC50 in µM where a hit was titrated; 290,000 compounds, 0.3% hits; in the data active = inhibition mostly above about 52%, no sharp cut-off; inactive = mostly below about 76%; also: some results filed as inactive read as strong as hits
Myeloid diff 2 GFP+ MAC1+ %: second read-out of Myeloid diff 2, no call of its own (marks repeat the call); GFP+ MAC1+ double positive, %; measured here: differentiation confirmed by MAC1 staining
The depositor's hits bear a star; i = inactive; ? = inconclusive; . = not tested or not shown; + = active, no number; [ ] = another dose, or the depositor's remark. Rule as the data show it, unless noted: active = inhibition above about 50%; inactive = the rest. An excerpt; rates above refer to the full screens.

SMILES	GPR55 antagonists	GPR35 arrestin U2OS	KOR beta-arrestin-1	NOD2 inhibition	Myeloid diff 2	Myeloid diff 2 GFP+ MAC1+ %	GPR55 activation	KOR beta-arrestin-2	NOD1 inhibition	HIV fusion peptide
CCNc1nc(NCC)nc(OCCNS(=O)(=O)c2cc(C)ccc2C)n1	11%	11%	-27%	13%	i	0.8	-0.1%	-3.7%	13%	-1.3%
CC(=O)N1CCOc2ccc(S(=O)(=O)NCC3CCC(C(=O)NCCC(C)C)CC3)cc21 (centres undefined)	17%	-10%	-4%	23%	i	0.0	0.1%	-1.0%	-18%	1.2%
CCc1c(O)c(-c2ccccc2)c(=O)n(-c2ccccn2)c1-c1ccccc1	0%	-1%	-12%	-2%	i	0.6	-0.1%	0.1%	-15%	1.2%
C/C(=N\NC(=O)c1ccc(CSc2nncn2C)cc1)c1cccs1	-22%	-3%	-24%	-15%	i	0.1	-0.2%	0.5%	-34%	-0.2%
CCC(=O)c1c[nH]c(C(=O)NCc2cccnc2)c1	-3%	-3%	-1%[20 µM]	23%	i	0.6	0.2%	-1.8%	-22%	0.3%
Cc1cc(C)cc(NC(=S)N2CCN(CCO)CC2)c1	4%	6%	-20%	12%	i	0.6	0.2%	-1.8%	10%	2.5%
Cn1c(Cn2c(=O)sc3ccccc32)nnc1SCC(=O)NC1CCCC1	12%	1%	33%	4%	i	5.8	0.2%	5.7%	-38%	-1.7%
Cc1ccc(Cn2c(CCC(=O)O)nc3ncccc3c2=O)cc1	-4%	-3%	-4%	22%	i	0.4	0.0%	-5.9%	-1%	-0.2%
O=C(NC1CCCN(Cc2ccccc2F)C1)c1cccs1 (centres undefined)	1%	-8%	-23%	4%	i	4.4	0.3%	0.8%	-4%	0.8%
O=C(NCc1ccco1)c1cnccn1	2%	9%	-45%	-7%	i	1.3	-0.3%	31%	3%	0.4%

The closing 2 entries of the part above come first, to join the parts.
SMILES	GPR55 antagonists	GPR35 arrestin U2OS	KOR beta-arrestin-1	NOD2 inhibition	Myeloid diff 2	Myeloid diff 2 GFP+ MAC1+ %	GPR55 activation	KOR beta-arrestin-2	NOD1 inhibition	HIV fusion peptide
O=C(NC1CCCN(Cc2ccccc2F)C1)c1cccs1 (centres undefined)	1%	-8%	-23%	4%	i	4.4	0.3%	0.8%	-4%	0.8%
O=C(NCc1ccco1)c1cnccn1	2%	9%	-45%	-7%	i	1.3	-0.3%	31%	3%	0.4%
CCCCNC(=O)CCc1c(C)nc2nc(-c3cc(OC)cc(OC)c3)nn2c1C	8%	8%	-23%	-11%	i	0.6	0.3%	2.4%	-13%	3.8%
COc1ccc(NC(=O)CN2CCCCCC2)cc1OC	8%	8%	-33%	-1%	i	0.4	0.2%	5.2%	-29%	1.1%
COC(=O)c1c(NC(=O)CN2CCN(S(=O)(=O)c3ccccc3)CC2)sc2c1CCC(C)C2 (centres undefined)	8%	-17%	-17%	3%	.	.	-0.2%	7.6%	6%	1.3%
Cc1ccc(N2C(=O)c3cccc4c(C(=O)O)ccc(c34)C2=O)cc1	-14%	7%	-8%	18%	.	.	-0.1%	-2.3%	-5%	1.3%
CC(C)(C)C(=O)O/N=C(\N)c1ccc(Oc2cc(Cl)cc(Cl)c2)c([N+](=O)[O-])c1	2%	6%	19%	-2%	i	0.7	-0.2%	1.0%	-7%	2.1%
COc1ccc(C(=O)NCCN2CCCC2)cc1	17%	-14%	-8%	12%	i	0.5	0.3%	-1.6%	-5%	0.9%
Cc1cc(C(=O)COC(=O)c2ccc[nH]c2=O)c(C)n1CCc1ccc(F)cc1	-4%	4%	-7%	4%	i	0.1	-0.5%	-6.3%	-30%	0.7%
C=CCNC(=O)c1ccc(Cn2c(=S)[nH]c3cc4c(cc3c2=O)OCO4)cc1	11%	2%	-3%	7%	i	1.1	0.1%	-0.6%	0%	-3.6%
Cc1ccc(Nc2ccc(-n3ccnc3)nn2)cc1C	13%	0%	-1%	-4%	i	0.5	-0.1%	0.5%	-5%	1.4%
CN(c1nc2nonc2nc1NC1CC1)C1CCOC1 (centres undefined)	9%	-4%	15%[20 µM]	3%	i	0.3	0.0%	.	-16%	2.4%
O=C(N/N=C/c1ccncc1)c1cc(C2CC2)nc2ccccc12	7%	16%	8%	14%	i	0.5	0.0%	-2.0%	-8%	-0.8%
CCCn1c(N)c(N2CCCCC2)c(=O)n(CC(=O)Nc2ccccc2)c1=O	-10%	7%	-11%	19%	i	1.9	-0.1%	8.9%	-5%	5.8%
Nc1nc(-c2ccccc2)cs1	-2%	2%	2%	-10%	i	1.0	-0.2%	-10%	-27%	9.7%
C/C(=N/OC(=O)c1ccc(Cl)cc1Cl)c1oc(C)nc1C	3%	2%	11%	14%	i	0.7	0.0%	-1.5%	5%	-0.6%
COc1ccc(C(=O)Nc2cccc(/C(C)=N/NC(=O)c3ccc([N+](=O)[O-])cc3)c2)cc1OC	7%	16%	7%	-27%	+	8.3*	-0.1%	1.9%	3%	0.1%
O=C(CNC(=O)c1cc(=O)[nH]c2ccccc12)Nc1ccc(F)c(F)c1	-12%	-9%	-1%	17%	i	0.1	-0.6%	-0.1%	-26%	1.0%
CCN(CCCn1c(=S)[nH]c2ccc(N3CCOCC3)cc2c1=O)c1ccccc1	31%	1%	21%	7%	i	0.4	0.1%	-5.3%	29%	-1.9%
CC12CCC(c3c(C(=O)O)nn(-c4ccccc4)c31)C2(C)C (centres undefined)	-9%	3%	-10%	-1%	i	2.5	-0.3%	8.2%	-1%	2.4%
CCCCOc1ccccc1C1C(C(=O)OC)=CN(CC)C=C1C(=O)OC	47%	8%	-10%	-1%	i	0.2	-1.7%	6.1%	35%	0.2%
c1ccc2c(Nc3nc4c(s3)CCCC4)cccc2c1	-4%	6%	-20%	-101%	i	0.6	-0.1%	4.1%	-44%	3.9%
Cc1c(-c2ccco2)[n+](=O)c2c(n1[O-])CCCCC2	7%	27%	-15%	-2%	i	0.0	-0.3%	1.6%	-18%	-0.9%
Cc1ccc(NC(=O)c2cc(NC(=O)C3CC=CCC3C(=O)O)ccc2N2CCOCC2)cc1 (centres undefined)	2%	3%	-17%	-8%	i	1.2	-0.2%	-2.4%	4%	0.4%
CCC(c1nc2ccccc2c(=O)n1-c1nc2ccccc2s1)N1C(=O)c2ccccc2C1=O (centres undefined)	14%	-4%	33%	0%	i	0.4	0.6%	1.4%	5%	-2.2%
O=C1COCCOCCOCCOCC(=O)NCCN1	2%	12%	-37%[20 µM]	-11%	i	0.3	-0.1%	.	-40%	-0.7%
CC(C)=CCC/C(C)=C/Cc1c(O)ccc(C(=O)/C=C/c2ccc(O)cc2)c1O	10%	-8%	29%	8%	i	0.7	-0.1%	0.2%	0%	6.2%
CCN(CCn1cccn1)C(=O)CC1C(=O)NCCN1Cc1ccc(F)c(F)c1 (centres undefined)	9%	-5%	-3%[20 µM]	10%	i	0.8	-0.1%	-2.4%	-18%	2.3%
Cn1c(=O)c2c(Nc3ccc(F)cc3)cc(=O)n(-c3ccccc3)c2n(C)c1=O	-3%	-14%	9%	5%	i	0.4	-0.1%	1.8%	0%	0.8%
CCOc1cc(-c2nc(C)c(C(C)=O)n2O)ccc1OCC(=O)Nc1ccc(F)cc1	6%	-6%	17%	9%	i	0.7	0.0%	-5.7%	-32%	-1.0%
COc1ccc(OC)c(NC(=S)N2CCN(Cc3ccccc3)CC2)c1	5%	-19%	-15%	-1%	i	0.3	-0.1%	-0.2%	-15%	-0.6%
COc1ccc(C(=O)C[n+]2ccc3c(c2)nc(-c2ccccc2)n3C)cc1	10%	-12%	18%	6%	i	0.2	0.6%	4.3%	-14%	-1.8%
O=C(O)CP(=O)(O)O	15%	14%	7%	5%	i	2.8	-0.2%	-0.1%	16%	-0.9%
O=C(NCc1ccc(Cl)cc1)C1CCCN1C(=O)Nc1ccccc1 (centres undefined)	-2%	3%	-33%[20 µM]	1%	i	0.8	-0.3%	-0.9%	-14%	-0.2%
CCOc1ccccc1N(CC(=O)O)S(=O)(=O)c1ccc(C)cc1	1%	-4%	-3%	-5%	i	0.7	0.0%	2.3%	-13%	1.1%
O=C(O)c1cccnc1Sc1ncnc2sc3c(c12)CCC3	-6%	8%	25%	8%	i	0.1	0.0%	2.9%	-1%	0.9%
Cc1ccc(C)c(C(C)NC(=S)NCc2ccc(F)cc2)c1 (centres undefined)	14%	-9%	44%	-73%	?	.	0.3%	1.8%	53%*	-2.2%
CC(=O)c1ccc2c(c1)N(C)c1ccccc1S2	-31%	-1%	-23%	10%	i	0.8	0.1%	3.3%	-21%	-1.2%
COc1ccc(C(=O)N/N=C/c2cc3ccccc3[nH]c2=S)cc1	3%	3%	-42%	13%	i	0.5	-0.1%	2.9%	0%	1.0%
CC(C)(C)c1ccc(CN2C(=O)CSC2=O)cc1	-3%	-2%	-32%	-6%	i	0.2	-0.2%	1.7%	-29%	-0.6%
COc1ccc(C(=O)Nc2ccnn2C2CCN(C3CCC3)CC2)cc1	-16%	21%	10%	-4%	?	.	-0.1%	-8.4%	-2%	-1.5%
O=C(/C=C/c1ccco1)NC(=S)Nc1ccc(N2CCOCC2)c(Cl)c1	.	-6%	-65%	-1%	?	.	-0.1%	1.2%	20%	-1.7%
CCOc1cc(NC(=O)c2ccco2)c(OCC)cc1NC(=O)CCc1ccccc1OC	5%	-5%	6%	8%	i	0.9	-0.5%	1.1%	-19%	0.7%
CCOC(=O)N1CCN(c2cc(=O)n(Cc3ccc(F)cc3)c(=O)[nH]2)CC1	-2%	0%	20%	5%	i	2.1	0.1%	1.1%	-37%	2.7%
O=C(NCC1CCCN(Cc2cccc(OCCO)c2)C1)c1ccc(F)cc1 (centres undefined)	0%	-1%	-15%	14%	i	0.3	0.1%	-2.6%	-3%	0.5%
CCOC(=O)C1=C(CN2CCSCC2)NC(=O)NC1c1ccc2c(c1)OCO2 (centres undefined)	13%	-2%	6%	14%	i	0.6	0.8%	-6.0%	-12%	-1.1%
O=C(CSc1nnc(CCc2ccccc2)n1-c1ccc(Cl)cc1)NCc1ccccc1	38%	-10%	5%	22%	i	1.6	-0.2%	-3.9%	8%	2.0%
O=C(NCCN1CCc2ccccc2C1)C1CCN(S(=O)(=O)N2CCC3(CC2)OCCO3)CC1	26%	-15%	-2%	5%	i	7.1	-2.3%	0.5%	2%	-1.6%
COc1ccc(NC(=O)Cn2cnc3sc(C)c(S(=O)(=O)N4CCOCC4)c3c2=O)c(OC)c1	-1%	-18%	-2%	18%	i	0.4	-1.2%	2.3%	-19%	-0.7%
